IL2 activator: activators of IL-2. IL-2 activation reporter assay, cell-based qHTS; stimulated with anti-CD3/CD4/CD28 beads; in transgenic mouse T cells. AID 652025. hit rate 0.065% among 360,000. activation, % (series mostly up to about 46 µM); in the data active = activation above about 50%; inconclusive = mostly about 30% to 49%; note: 0% is about no effect
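EGFP and DsRed fluorescence is measured by plate cytometry in unstimulated transgenic mouse T cells exposed to compound for 60 minutes, then stimulated 18 hours at 37 degrees C with anti-CD3/anti-CD4 beads plus anti-CD28.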
PI5P4K alpha inh: inhibitors of human PI5P4K alpha; P48426; PI5P4Kalpha enzyme, ADP-Glo luminescence, 60 min; hits give low values; max response, %; hit rate 1.2% among 330,000; active = max response of -50% or lower; inconclusive = between -30% and -50%; inactive = -30% or higher; note: value at the top dose of about 77 µM; % is set by controls: 0 for no effect and ±100 for the full control effect
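ADP-Glo luminescence end-point after a 60 min room-temperature kinase reaction. PI5P4Kalpha and substrate in HEPES pH 7.4 buffer with EGTA, 0.1% CHAPS and 5% DMSO; ATP at 5 microM final.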
PTHR1 ag: agonists of human PTHR1 parathyroid hormone receptor; Q03431; AID 743266; HEK293 GP2 PTHR1 cells, GloSensor cAMP luminescence, 1 h; hit rate 0.075% among 410,000; Potency, µM (doses to about 115 µM), for the others: top-dose activation, actives largely listed as activators; note: potency is the fitted concentration of half-maximal effect; nearly all actives have a fitted effect of over 55% in size; some results filed as inactive show a strong effect at the top dose; inactives centre near -15; many of its hits are not listed in these tables
Target sequence (Q03431 whole entry, looked up): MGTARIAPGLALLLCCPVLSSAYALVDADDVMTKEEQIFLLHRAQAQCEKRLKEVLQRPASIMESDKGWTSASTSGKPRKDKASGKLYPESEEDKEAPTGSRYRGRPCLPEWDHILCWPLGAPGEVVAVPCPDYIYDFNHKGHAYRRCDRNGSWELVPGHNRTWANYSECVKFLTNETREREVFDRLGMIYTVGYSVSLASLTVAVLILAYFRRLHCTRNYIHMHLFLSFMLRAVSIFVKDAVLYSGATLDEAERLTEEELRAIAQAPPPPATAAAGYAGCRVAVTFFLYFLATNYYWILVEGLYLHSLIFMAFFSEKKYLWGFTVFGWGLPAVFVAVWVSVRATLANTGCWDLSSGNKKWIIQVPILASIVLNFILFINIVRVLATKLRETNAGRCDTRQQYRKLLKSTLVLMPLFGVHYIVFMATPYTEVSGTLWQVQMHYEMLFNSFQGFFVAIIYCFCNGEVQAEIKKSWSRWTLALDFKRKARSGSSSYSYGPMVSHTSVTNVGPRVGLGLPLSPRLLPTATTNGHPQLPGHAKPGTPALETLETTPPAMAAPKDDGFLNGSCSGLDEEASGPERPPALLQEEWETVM
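HEK-293-derived GP2 cells expressing PTHR1 and a GloSensor cAMP reporter, 3,000/well, plated overnight, given luciferin plus IBMX (each 0.5 mM as added) for 1 h at 37 °C, then compound for 1 h at 37 °C. Luminescence was read after 15 min at room temperature.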
GLP1R ag: activates the human GLP-1 receptor; Potency, µM (highest dose often 45.6 µM), for the others: at the top dose activation, hits mostly activators; P43220; AID 624172; hit rate 0.007% among 380,000; HEK293 GLP-1R CRE-luciferase, luminescence, 4-6 h; cells express a hypersensitive GLP-1R form; note: potency is the fitted concentration of half-maximal effect; % of control where 0% means no effect
Target sequence (P43220 whole entry, looked up): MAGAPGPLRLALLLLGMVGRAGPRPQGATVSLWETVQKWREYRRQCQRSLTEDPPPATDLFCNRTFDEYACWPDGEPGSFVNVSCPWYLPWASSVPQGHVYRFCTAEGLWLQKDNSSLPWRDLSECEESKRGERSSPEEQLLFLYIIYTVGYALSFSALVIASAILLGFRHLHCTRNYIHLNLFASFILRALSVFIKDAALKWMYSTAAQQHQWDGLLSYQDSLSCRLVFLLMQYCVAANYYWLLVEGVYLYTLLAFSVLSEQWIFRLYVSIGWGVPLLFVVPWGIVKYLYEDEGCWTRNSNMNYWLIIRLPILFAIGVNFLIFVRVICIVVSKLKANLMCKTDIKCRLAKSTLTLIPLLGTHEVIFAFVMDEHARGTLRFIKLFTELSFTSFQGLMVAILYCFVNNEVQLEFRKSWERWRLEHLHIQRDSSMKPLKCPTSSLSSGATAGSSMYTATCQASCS
GLP1R cytotox: cytotoxicity in counter-screen for GLP-1R inverse agonists | HEK293 cAMP-luciferase reporter cells, luminescence, 24 h | hit rate 0.13% among 410,000 | Potency, µM (top dose mostly 38.3 µM), for inactives: at the top dose activity change, negative = inhibition, hits mostly inhibitors;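 note: loss of luciferase light is scored as toxicity; potency is the fitted concentration of half-maximal effect; % is set by controls: 0 for no effect and ±100 for the full control effect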
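Seeding density was 200 cells/uL; after overnight-length (12 h) culture, 23 nL compounds went on for 24 h at 37 °C. Readout used a luciferase detection reagent, luminescence taken after 12 min at room temperature.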
EPAC1 antagonist: EPAC1 (human) antagonism. O95398. EPAC1 GEF assay, Rap1b-BODIPY-GDP exchange fluorescence. Potency, µM (series often up to 115 µM), for inactives: at the top dose activity change, negative = inhibition, actives largely listed as inhibitors. hit rate 0.14% among 360,000. AID 720709;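 note: potency is the fitted concentration of half-maximal effect; plate controls were vehicle for no effect and positive control for full effect; nearly all actives have a fitted effect of over 50% in size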
PLK1 PBD inh: inhibitors of human PLK1 polo-box domain binding | P53350 | Plk1 PBD binding of FITC phosphopeptide, fluorescence polarization | Potency, µM, for the others: max response, negative = inhibition, actives largely listed as inhibitors | hit rate 2.8% among 360,000 | AID 720504; note: potency is the fitted concentration of half-maximal effect; series mostly up to about 57 µM; % is set by controls: 0 for no effect and ±100 for the full control effect; nearly all actives have a fitted effect of over 65% in size
GLP-1R inv ag: GLP-1 receptor (human) inverse agonism; AID 624417; Potency, µM (top dose mostly 38.3 µM), without a hit: top-dose activity change, negative = inhibition, hits mostly inhibitors; HEK293 GLP-1R CRE-luciferase, luminescence, 24 h; GLP-1R form is constitutively active; P43220; hit rate 1.6% among 410,000; note: potency is the fitted concentration of half-maximal effect; % is set by controls: 0 for no effect and ±100 for the full control effect; nearly all actives have a fitted effect of over 55% in size
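Constitutively active GLP-1R drives a cAMP-responsive luciferase in stably transfected HEK293 cells; test compounds are added after overnight (12 h) attachment and left 24 hr, and signal loss in luminescence marks inhibition.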
EPAC1 ag: activates human EPAC1 exchange factor. EPAC1 agonist qHTS, biochemical assay; response scale: 100% = response to 6.5 mM cAMP. Potency, µM (top dose mostly 154 µM), without a hit: at the top dose activation, most hits filed as activators. hit rate 0.073% among 360,000. AID 720707; note: potency is the fitted concentration of half-maximal effect; nearly all actives have a fitted effect of over 60% in size
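Normalized to 6.5 mM cAMP, activity reflects EPAC1-catalysed release of BODIPY-GDP from Rap1B, followed kinetically over 30 min at 480 nm excitation, 540 nm emission. Reaction contained 100 nM EPAC1, 250 nM Rap1B-BODIPY-GDP, 50 uM GDP.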
The depositor's hits bear a star; [ ] = remark or other dose. Unless noted, calls come from the whole dose curve; as a rule, active = well fitted curve in the direction sought with a large enough effect; inconclusive = small, poorly fitted or top-dose-only effect, or another doubt; inactive = no such curve, though single readings can be large; an effect the other way counts as inactive or inconclusive.

Results for CCOC(=O)C(NC(=O)c1ccccc1)=C1C=C(C)OC(C)=C1 ?
IL2 activator: 0.1; PI5P4K alpha inh: 0; PTHR1 ag: inactive; GLP1R ag: 2%; GLP1R cytotox: -8%; EPAC1 antagonist: -2%; PLK1 PBD inh: -10%; GLP-1R inv ag: 6%; EPAC1 ag: 4%

What do the screens show for `Cc1ccc(C)c(S(=O)(=O)N2CCN(C(=O)[C@@H](NC(=O)c3ccc(F)cc3)C(C)C)CC2)c1`?
IL2 activator: -0.5; PI5P4K alpha inh: 6; PTHR1 ag: -3%; GLP1R ag: 5%; GLP1R cytotox: 8%; EPAC1 antagonist: -2%; PLK1 PBD inh: -9%; GLP-1R inv ag: 4%; EPAC1 ag: 3%

Results for CC(C)C(=O)N1CCC1(C)C(=O)Nc1ccc(-n2cccc2)cc1 (stereo not drawn) ?
IL2 activator: 0.2; PI5P4K alpha inh: 2; PTHR1 ag: -16%; GLP1R ag: 4%; GLP1R cytotox: 4%; EPAC1 antagonist: -3%; PLK1 PBD inh: 5%; GLP-1R inv ag: inconclusive; EPAC1 ag: 7%

What do the screens show for `CCCn1c(C(C)C)n[nH]c1=S`?
IL2 activator: 0.5; PI5P4K alpha inh: -4; PTHR1 ag: inactive; GLP1R ag: 3%; GLP1R cytotox: 18%; EPAC1 antagonist: -7%; PLK1 PBD inh: -19%; GLP-1R inv ag: 13%; EPAC1 ag: 6%

How did O=c1[nH]c(NCCO)nnc1Cc1ccc(Cl)cc1 do in these assays?
IL2 activator: -3.2; PI5P4K alpha inh: -5; PTHR1 ag: inactive; GLP1R ag: 1%; GLP1R cytotox: 21%; EPAC1 antagonist: inconclusive; PLK1 PBD inh: -4%; GLP-1R inv ag: 12%; EPAC1 ag: 11%

How did COc1ccc(C2C(C(=O)Nc3cccc(OC)c3)c3ccccc3C(=O)N2C)cc1 (stereo not drawn) do in these assays?
IL2 activator: 1.0; PI5P4K alpha inh: 4; PTHR1 ag: -2%; GLP1R ag: 8%; GLP1R cytotox: -7%; EPAC1 antagonist: -13%; PLK1 PBD inh: 0%; GLP-1R inv ag: -18%; EPAC1 ag: 10%

Results for O=C(COC(=O)c1ccc2ccccc2n1)c1ccc(F)cc1 ?
IL2 activator: -0.5; PI5P4K alpha inh: 0; PTHR1 ag: -1%; GLP1R ag: 3%; GLP1R cytotox: 17%; EPAC1 antagonist: -6%; PLK1 PBD inh: -3%; GLP-1R inv ag: 5%; EPAC1 ag: -3%

Results for CCOc1ccccc1NC(=O)CN(C)S(=O)(=O)c1ccc2[nH]c(=O)oc2c1 ?
IL2 activator: -0.5; PI5P4K alpha inh: 0; PTHR1 ag: -34%; GLP1R ag: -1%; GLP1R cytotox: -17%; EPAC1 antagonist: 19%; PLK1 PBD inh: -11%; GLP-1R inv ag: inconclusive; EPAC1 ag: 5%

How did O=C(COc1ccc2ccccc2c1)NNC(=O)c1cccs1 do in these assays?
IL2 activator: -0.2; PI5P4K alpha inh: 0; PTHR1 ag: inactive; GLP1R ag: 7%; GLP1R cytotox: 3%; EPAC1 antagonist: 2%; PLK1 PBD inh: -6%; GLP-1R inv ag: 0%; EPAC1 ag: 1%

Results for Cc1ccc(N2CCN(C(=S)Nc3ccccc3)CC2)cc1 ?
IL2 activator: -1.2; PI5P4K alpha inh: 2; PTHR1 ag: -7%; GLP1R ag: 0%; GLP1R cytotox: -7%; EPAC1 antagonist: -7%; PLK1 PBD inh: -2%; GLP-1R inv ag: inconclusive; EPAC1 ag: 3%

Results for Cc1cc(Oc2nnnn2-c2ccccc2)ccc1Cl ?
IL2 activator: -1.3; PTHR1 ag: -2%[57.5 µM]; GLP1R ag: 2%; GLP1R cytotox: 0%; EPAC1 antagonist: -7%; PLK1 PBD inh: 3%; GLP-1R inv ag: inconclusive; EPAC1 ag: 12%

Results for CCC1=NC(c2ccccc2Cl)N(O)C1(C)C (stereo not drawn) ?
IL2 activator: 0.3; PTHR1 ag: inactive; GLP1R ag: 8%; GLP1R cytotox: -6%; EPAC1 antagonist: -17%; PLK1 PBD inh: -5%; GLP-1R inv ag: 1%; EPAC1 ag: 5%

How did O=C(COC(=O)COc1ccccc1[N+](=O)[O-])Nc1cccc(Br)c1 do in these assays?
IL2 activator: 0.9; PI5P4K alpha inh: 6; PTHR1 ag: inactive; GLP1R ag: -9%; GLP1R cytotox: -8%; EPAC1 antagonist: -5%; PLK1 PBD inh: -1%; GLP-1R inv ag: 0%; EPAC1 ag: -5%

How did CCn1cc(C(=O)N[C@H](C(=O)NCCO)C(C)C)c(=O)c2cc3c(cc21)OCO3 do in these assays?
IL2 activator: -0.3; PI5P4K alpha inh: -4; PTHR1 ag: 3%; GLP1R ag: 0%; GLP1R cytotox: -2%; EPAC1 antagonist: -9%; PLK1 PBD inh: -1%; GLP-1R inv ag: 43%; EPAC1 ag: 2%

Results for COc1cc(OC)cc(C(=O)N(Cc2cc3cc(C)ccc3[nH]c2=O)C(C)C)c1 ?
IL2 activator: -0.3; PI5P4K alpha inh: 1; PTHR1 ag: -6%[57.5 µM]; GLP1R ag: 8%; GLP1R cytotox: -8%; EPAC1 antagonist: 0%; PLK1 PBD inh: -3%; GLP-1R inv ag: 4%; EPAC1 ag: 0%

How did O=C1c2cccc3cccc(c23)C(=O)N1Cc1ccccc1 do in these assays?
IL2 activator: -2.8; PI5P4K alpha inh: -6; PTHR1 ag: inactive; GLP1R ag: -5%; GLP1R cytotox: 18%; EPAC1 antagonist: 3%; PLK1 PBD inh: 1%; GLP-1R inv ag: 3%; EPAC1 ag: -7%

How did CCCc1ccc(C2=Nn3c(nnc3C(C)C)SC2)cc1 do in these assays?
IL2 activator: -0.3; PI5P4K alpha inh: -18; PTHR1 ag: inactive; GLP1R ag: 30%; GLP1R cytotox: -5%; EPAC1 antagonist: 11%; PLK1 PBD inh: 11µM*; GLP-1R inv ag: inconclusive; EPAC1 ag: 3%

Results for Cc1ccccc1OCC(=O)NCCN(C)C ?
IL2 activator: 0.4; PI5P4K alpha inh: -3; PTHR1 ag: 21%[57.5 µM]; GLP1R ag: -3%; GLP1R cytotox: 0%; EPAC1 antagonist: 9%; PLK1 PBD inh: 0%; GLP-1R inv ag: 0%; EPAC1 ag: -5%

What do the screens show for `COc1ccc(C(=O)c2c[nH]cc2-c2ccccc2)cc1`?
IL2 activator: 7.3; PI5P4K alpha inh: 2; PTHR1 ag: -3%; GLP1R ag: 1%; GLP1R cytotox: -20%; EPAC1 antagonist: -13%; PLK1 PBD inh: -3%; GLP-1R inv ag: 2%; EPAC1 ag: 4%

How did CN(CC(=O)NCc1ccccc1Cl)S(=O)(=O)c1cccs1 do in these assays?
IL2 activator: 1.1; PI5P4K alpha inh: 1; PTHR1 ag: inactive; GLP1R ag: 17%; GLP1R cytotox: -6%; EPAC1 antagonist: 1%; PLK1 PBD inh: -3%; GLP-1R inv ag: 2%; EPAC1 ag: -1%

What do the screens show for `O=C(/C=C\c1ccccc1)Nc1ccc(NC(=O)c2ccco2)cc1`?
IL2 activator: -0.7; PI5P4K alpha inh: inconclusive; PTHR1 ag: -4%; GLP1R ag: 4%; GLP1R cytotox: 4%; EPAC1 antagonist: 11%; PLK1 PBD inh: 3.4µM*; GLP-1R inv ag: -26%; EPAC1 ag: 6%

How did CS(=O)(=O)Nc1cccc(NC(=O)c2cccc3c(-c4cccnc4)coc23)c1 do in these assays?
IL2 activator: 0.0; PI5P4K alpha inh: -1; PTHR1 ag: -52%; GLP1R ag: 5%; GLP1R cytotox: -27%; EPAC1 antagonist: 13%; PLK1 PBD inh: -1%; GLP-1R inv ag: inconclusive; EPAC1 ag: 2%

How did CCOC(=O)c1ccc(NC(=S)NCCCN2CCOCC2)cc1 do in these assays?
IL2 activator: -0.1; PI5P4K alpha inh: -2; PTHR1 ag: inactive; GLP1R ag: -4%; GLP1R cytotox: -7%; EPAC1 antagonist: -4%; PLK1 PBD inh: 3%; GLP-1R inv ag: 1%; EPAC1 ag: -5%

Results for O=C(Nc1ccc(SC(F)F)cc1)c1cccc2nc3ccccc3nc12 ?
IL2 activator: 0.0; PI5P4K alpha inh: 4; PTHR1 ag: inactive; GLP1R ag: 4%; GLP1R cytotox: 47%[activator]; EPAC1 antagonist: -7%; PLK1 PBD inh: -8%; GLP-1R inv ag: 16%; EPAC1 ag: 1%

What do the screens show for `Cc1cc(F)ccc1-c1cc(C(=O)NC2CCCCC2)[nH]n1`?
IL2 activator: 1.5; PI5P4K alpha inh: 1; PTHR1 ag: -15%; GLP1R ag: -6%; GLP1R cytotox: -5%; EPAC1 antagonist: -15%; PLK1 PBD inh: 0%; GLP-1R inv ag: inconclusive; EPAC1 ag: -21%

What do the screens show for `CC(=O)Nc1ccc(C(=O)COC(=O)Cc2ccsc2)c(F)c1`?
IL2 activator: -0.5; PI5P4K alpha inh: -1; PTHR1 ag: -28%; GLP1R ag: 4%; GLP1R cytotox: 1%; EPAC1 antagonist: -1%; PLK1 PBD inh: -3%; GLP-1R inv ag: 7%; EPAC1 ag: 1%

How did CC(=O)c1ccc(NC(=O)c2ccc([N+](=O)[O-])o2)cc1 do in these assays?
IL2 activator: 2.1; PI5P4K alpha inh: 1; PTHR1 ag: -20%; GLP1R ag: -3%; GLP1R cytotox: -18%; EPAC1 antagonist: -8%; PLK1 PBD inh: -22%; GLP-1R inv ag: 38%[activator]; EPAC1 ag: 6%

How did COc1ccc(OCCOC(=O)CNC(=O)c2cccc(C)c2)cc1 do in these assays?
IL2 activator: 3.7; PI5P4K alpha inh: 6; PTHR1 ag: -2%; GLP1R ag: 0%; GLP1R cytotox: 0%; EPAC1 antagonist: 3%; PLK1 PBD inh: -2%; GLP-1R inv ag: 0%; EPAC1 ag: 4%

Only part of the results is shown, so the mix of outcomes need not match the whole.
